Source: PubChem (The Scripps Research Institute Molecular Screening Center)
M4 antag = blocks acetylcholine activation of human M4 receptor | CHO-hM4 cells, ACh EC80, Fluo-8 calcium fluorescence | inhibition, % at 3 µM | hit rate 0.73% among 360,000 | AID 624125 | P08173;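 active means inhibition above its plate's cutoff, the mean inhibition of sample wells plus 3 SD, cut at about 27% in these data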;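 further: 0% = acetylcholine EC80 with DMSO and 100% = DMSO without agonist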
Target sequence (P08173 whole entry, looked up): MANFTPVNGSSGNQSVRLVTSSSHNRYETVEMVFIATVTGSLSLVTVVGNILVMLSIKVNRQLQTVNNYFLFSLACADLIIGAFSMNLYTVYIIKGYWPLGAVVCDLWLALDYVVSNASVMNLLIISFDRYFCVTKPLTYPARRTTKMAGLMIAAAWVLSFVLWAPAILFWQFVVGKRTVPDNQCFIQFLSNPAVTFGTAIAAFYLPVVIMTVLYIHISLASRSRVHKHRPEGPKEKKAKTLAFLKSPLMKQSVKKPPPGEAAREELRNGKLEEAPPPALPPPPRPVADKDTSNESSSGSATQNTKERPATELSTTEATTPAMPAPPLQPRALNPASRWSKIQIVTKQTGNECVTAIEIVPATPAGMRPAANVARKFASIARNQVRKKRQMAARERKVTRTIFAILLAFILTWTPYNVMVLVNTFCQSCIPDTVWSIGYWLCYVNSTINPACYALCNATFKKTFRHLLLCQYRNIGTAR
M1 ag = activates human CHRM1 receptor. P11229. CHO-K1 hM1, Fluo-8 calcium fluorescence, agonist mode; 0% DMSO, 100% acetylcholine EC100. activation, % at 3 µM. hit rate 0.33% among 360,000. AID 588814;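 active means activation above the run's mean compound activation plus 3 SD, cut at about 16% in these data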;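 further: peak over basal fluorescence ratio within a 140 s kinetic read after compound addition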
M1 antag = antagonists of human M1 muscarinic receptor; P11229; CHO-K1 hM1, Fluo-8 calcium fluorescence, ACh EC80 antagonist; inhibition, % at 3 µM; hit rate 1.3% among 360,000;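 active means percent inhibition above its own plate's cutoff, namely the mean of that plate's compound wells plus 3 SD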;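 further: peak over basal fluorescence ratio during 140 s after agonist addition; 0% = ACh EC80 plus DMSO and 100% = DMSO alone without agonist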
CHO-K1 Ca ag = M1 agonist counterscreen hit in parental CHO-K1 cells. Fluo-8 calcium fluorescence; scaled to maximal ATP response, vehicle zero. activation, % at 3 µM. hit rate 0.48% among 360,000. AID 602248; in the data active means activation above about 15%;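 further: untransfected CHO-K1 host cells lacking M1 receptor as counterscreen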
CHRM4 agonist = agonists of human muscarinic M4 receptor (CHRM4). AID 624127. activation, % at 3 µM. CHO-K1 hM4/Gqi5, Fluo-8 calcium fluorescence; vehicle 0%, full acetylcholine response 100%. hit rate 0.14% among 360,000;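 active means activation above the run mean over all test wells plus 3 SD, cut at about 32% in these data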;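 further: peak over basal fluorescence ratio per well then scaled between controls; 0% = DMSO wells and 100% = acetylcholine at EC100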
M1 PAM = human CHRM1 positive allosteric modulation; activation, % at 3 µM; P11229; CHO-K1 hM1, Fluo-8 calcium fluorescence, ACh EC20; 0% = ACh EC20, 100% = maximal ACh; hit rate 0.088% among 360,000; AID 588819; in the data active means activation above about 19%, passing the limit was not always enough
OXTR potentiate = potentiates the human oxytocin receptor response | P30559 | CHO-OTR cells, Fluo-8 calcium fluorescence, potentiator mode; 0% = oxytocin EC15, 100% = EC100 | hit rate 0.061% among 320,000 | activation, % at 3 µM | AID 2445;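 active means activation above that plate's cutoff, the mean activation of tested compounds plus 3 SD, cut at about 6.6% in these data, passing the limit was not always enough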;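 further: 100% uses oxytocin at 75 nM as the full agonist control; some results filed as inactive read as strong as hits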
Target sequence (P30559 whole entry, looked up): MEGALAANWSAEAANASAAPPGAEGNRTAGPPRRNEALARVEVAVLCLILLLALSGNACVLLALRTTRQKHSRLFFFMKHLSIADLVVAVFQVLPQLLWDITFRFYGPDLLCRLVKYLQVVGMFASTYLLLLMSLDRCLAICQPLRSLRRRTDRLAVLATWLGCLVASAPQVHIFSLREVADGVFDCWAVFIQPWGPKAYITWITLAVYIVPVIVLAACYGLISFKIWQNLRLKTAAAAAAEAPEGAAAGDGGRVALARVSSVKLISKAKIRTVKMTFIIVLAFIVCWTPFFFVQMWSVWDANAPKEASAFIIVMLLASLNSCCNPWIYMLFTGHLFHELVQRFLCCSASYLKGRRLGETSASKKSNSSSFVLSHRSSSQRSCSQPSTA
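Assay system: CHO cell line stably expressing human OTR. Reagent: EC15 oxytocin agonist. Dosing: single dose, 3.0 µM nominal final compound concentration. Timing: compound 6 min at room temperature before oxytocin, 100 s read. Signal: kinetic Fluo-8 calcium fluorescence. Controls: oxytocin EC15 low and EC100 high.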
CHO-K1 Ca antag = counter-screen for M1 antagonists: effect in parental CHO-K1 cells; hit rate 0.6% among 360,000; inhibition, % at 3 µM; ATP-induced calcium, Fluo-8 fluorescence;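 active means inhibition above a per-plate cutoff, the plate's mean sample inhibition plus 3 SD, cut at about 24% in these data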;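 further: 0% = DMSO plus EC80 ATP and 100% = DMSO alone without ATP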
CHO parental Ca = counter-screen: ATP calcium response change in parental CHO cells; parental CHO-K1, ATP-induced calcium, Fluo-8 fluorescence; hit rate 0.63% among 330,000; inhibition, % at 5.6 µM;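 active means inhibition above that plate's mean sample inhibition plus 3 SD, cut at about 26% in these data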;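 further: 0% = ATP-challenged DMSO wells and 100% = DMSO wells without ATP; some compounds past the cut are filed as inactive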
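material = parental CHO cells | also added = ATP as calcium-mobilizing challenge | dosing = single point at 5.6 µM | detection = intracellular calcium via Fluo-8 no-wash fluorescent dye | read-out = % inhibition | benchmarks = low control ATP plus DMSO, high control DMSO only | repeats = one well per compound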
* marks the source's active call; other numbers are inactive results; . = not tested or not shown.

SMILES	M4 antag	M1 ag	M1 antag	CHO-K1 Ca ag	CHRM4 agonist	M1 PAM	OXTR potentiate	CHO-K1 Ca antag	CHO parental Ca
COCCN(C(=O)COC(=O)C1CCCCC1)c1c(N)n(Cc2ccccc2)c(=O)[nH]c1=O	2	-4	-18	-0.2	0	10	.	7	.
CCOCCCNc1nc2c(C)cccn2c(=O)c1/C=C1\SC(=S)N(C(C)CC)C1=O (stereo not given)	-9	-1	-7	2.8	1	5	-13	-1	26
CN(C)C(=O)c1ccc(SC(=S)NCc2ccccc2)cc1	6	5	-1	2.0	2	1	.	-6	.
N#Cc1ccccc1COC(=O)c1cccnc1N	4	-3	-3	3.1	5	3	-5	1	6
CCN(CC)C(=O)c1ccc(S(=O)(=O)NCc2cccnc2)cc1	2	-1	-6	3.1	2	8	0	1	-5
CCN(CC)C(=O)CSc1nc(N)c2c3c(sc2n1)CC(C)CC3 (stereo not given)	-3	2	-25	4.8	3	12	-9	-1	-23
O=C(Nc1ccccc1F)N(CCCN1CCOCC1)Cc1cc2cc3c(cc2[nH]c1=O)OCCO3	-3	-3	-8	-0.3	1	3	-7	-6	-7
CC[C@]12c3[nH]c4cc(-c5ccco5)ccc4c3CCN1C(=O)[C@@H](CC(=O)NCc1ccc(OC)c(OC)c1)C[C@@H]2C(=O)N1CCN(C(=O)C2CC2)CC1	2	-10	-14	0.7	0	5	.	-7	-27
O=C(COC(=O)c1cc([N+](=O)[O-])ccc1N1CCOCC1)Nc1cc(F)ccc1F	-4	-5	0	3.4	6	0	6	3	-4
Cc1cccc2nc(-c3cccc(NC(=O)c4ccc(Cl)cc4)c3)cn12	-16	-1	-4	1.4	8	5	-9	16	-27

Quoted at random: 2 compounds from above, in no set order.
SMILES	M4 antag	M1 ag	M1 antag	CHO-K1 Ca ag	CHRM4 agonist	M1 PAM	OXTR potentiate	CHO-K1 Ca antag	CHO parental Ca
Cc1cccc2nc(-c3cccc(NC(=O)c4ccc(Cl)cc4)c3)cn12	-16	-1	-4	1.4	8	5	-9	16	-27
COCCN(C(=O)COC(=O)C1CCCCC1)c1c(N)n(Cc2ccccc2)c(=O)[nH]c1=O	2	-4	-18	-0.2	0	10	.	7	.

Next structures.
SMILES	M4 antag	M1 ag	M1 antag	CHO-K1 Ca ag	CHRM4 agonist	M1 PAM	OXTR potentiate	CHO-K1 Ca antag	CHO parental Ca
O=C1C(NS(=O)(=O)c2ccc(Br)cc2)=C(N2CCCCC2)C(=O)c2ccccc21	0	-3	-6	0.3	9	19	0	-4	-29
Cc1nn(-c2ccc(C(=O)O)cc2)c(C)c1Oc1ccccc1O	-12	-5	-6	0.4	1	8	-5	-6	4
CCn1nc(C)c(CN2CCC(n3nccc3NC(=O)c3ccccc3OC)CC2)c1C	0	-5	-7	-0.1	1	9	-1	2	-18
COc1ccccc1CNC(=O)C1(C)CCCCN1C (stereo not given)	0	-8	17	0.4	0	-11	.	15	.
NC(=O)CSc1nnc(NC(=O)c2ccc(S(=O)(=O)N3CCOCC3)cc2)s1	7	-1	6	0.9	0	-3	-3	-8	-3
Cc1ccc(S(=O)(=O)N(CC(=O)N2CCCCCC2)c2ccccc2F)cc1	-2	-1	-6	-0.3	0	13	-6	-12	-32
O=C(CC1SC(N2CCCCC2)=NC1=O)Nc1cccc(C(=O)Nc2ncccc2O)c1 (stereo not given)	-12	-1	-7	0.1	-1	5	2	-9	-17
O=C(CSCCO)Nc1ccc(C2CCCCC2)cc1	2	-1	-1	0.7	3	1	-14	-8	11
Cc1cc(NC(=O)COC(=O)C2CCC(=O)N2)c([N+](=O)[O-])cc1C (stereo not given)	-6	-5	-15	0.2	2	9	-14	-19	-2
O=C(NCc1ccccn1)[C@@H]1CCCN1C(=O)[C@@H]1CCCN1C(=O)c1c(F)cccc1F	9	.	.	0.8	0	.	.	-10	.
CC(C)c1ccc(C(=O)Nc2nnc(S(=O)(=O)N3CCOCC3)s2)cc1	-7	2	6	3.0	1	-2	-11	-9	6
COC(=O)c1cccc(NC(=O)CC2NCCNC2=O)c1 (stereo not given)	-7	-2	-5	0.8	1	6	-5	-8	-8
NS(=O)(=O)c1ccc(CCNC(=O)c2ccc3ccccc3n2)cc1	3	-8	-2	2.1	4	5	-5	-9	-5
NC1=NC(=Nc2ccccc2)c2ccccc21	-4	-1	2	0.3	1	-2	2	-9	-8
O=[N+]([O-])c1ccc(NS(=O)(=O)N2CCOCC2)cc1	4	-3	-4	0.8	1	6	-4	-11	-6
c1ccc(-c2ccc(-c3nc(-c4ccncc4)no3)cc2)cc1	-1	-2	4	1.7	1	-2	-4	-5	-4
C=C(C)C(=O)OCC(O)COc1ccc(C(C)(C)c2ccc(OCC(O)COC(=O)C(=C)C)cc2)cc1 (stereo not given)	32*	4	0	8.4	26	-11	-21	19	57*
CCCCOc1ccc(CON(C(C)=O)C(C)=O)cc1Cl	2	-1	6	1.4	1	-2	0	-7	-11
CCN(c1ccc2c(c1)OCO2)S(=O)(=O)c1cc(Br)cc2c1N(C(=O)C1CC1)CC2	4	-3	-12	-0.4	0	8	-5	3	-6
COCCCNc1nc2c(-c3ccc(Cl)cc3)nnn2c2ccccc12	-3	-1	-10	0.9	1	4	-6	3	-2
CCOc1ccc(CNC(=O)C2CCN(S(=O)(=O)c3ccc4c(c3)CCCC(=O)N4)CC2)cc1	-9	-6	-12	0.2	3	7	-5	-18	-15
O=C(CCN1CCc2ccccc2C1)Nc1cccc(F)c1	2	-4	-20	1.5	1	13	-7	-12	-15
COC(=O)/C=C1/N/C(=N\c2nc(C)cc(C)n2)N(c2ccc(C)c(C)c2)C1=O	1	-1	-8	-0.2	1	1	-15	-9	0
COc1ccc(NS(=O)(=O)c2ccc(C)c(C(=O)N3CCCCCCC3)c2)cc1	3	-2	4	0.9	1	-5	-7	-10	-16
Cc1ccc(C)c(NC(=O)C2CCCN2S(=O)(=O)c2ccc3c(c2)n(C)c(=O)c(=O)n3C)c1 (stereo not given)	-2	-9	-19	0.0	-1	13	-3	-6	-5
COc1cccc(Nc2nc(N)nc(CCl)n2)c1	-3	-3	-19	4.7	0	16	-2	-7	-12
CCOc1ccccc1-n1c(C)cc(C=O)c1C	6	-7	-5	1.6	0	6	-16	-5	-18
Cc1cc(NC(=O)c2sc(Nc3ccc(F)c(Cl)c3)nc2N)no1	11	-5	-1	3.6	2	6	-8	-1	-14
O=S(=O)(c1ccccc1Cl)N1CCC(Cc2ccccc2)CC1	8	-3	-4	0.4	1	10	-19	-14	15
CCOC(=O)CCC(NC(=O)c1ccc(CNc2nc3cc(C(F)(F)F)ccc3nc2C(=O)OCC)cc1)C(=O)OCC (stereo not given)	6	-1	-4	-0.7	7	6	.	3	.
O=C(/C=C/c1ccccc1Cl)c1ccc(O)cc1	-5	-4	2	3.6	2	-3	-14	-9	-7
CC1CCN(C(=O)c2ccc(CNc3c(N4CCCC4)c(=O)c3=O)cc2)CC1	2	-2	1	0.4	0	0	3	-4	-17
CSc1nc2ncnc(N)c2[nH]1	13	-3	-10	0.7	1	7	-5	-11	0
COc1ccc(Cc2nnc(SCC(=O)Nc3ccc(C)cc3)n(N)c2=O)cc1	-12	-5	-6	-0.1	4	4	-15	-4	-30
COc1ccccc1/C=C/CN1CCC(Oc2cc(C(=O)NC3CC3)ccc2OC)CC1	10	-5	21	2.6	3	-8	-1	-14	-17
O=C(Cn1c(NCCO)nc2ccccc21)NCCc1ccc(F)cc1	-3	-1	-3	-0.3	-1	1	-11	-5	-10
C=CCC[C@@H](CCCCC)OC(=O)/C=C/[C@@H](O)[C@H](O)C[C@@H](O)CC=C	-4	.	.	1.6	1	.	.	-15	.
N#C/C(=C/c1ccccc1[N+](=O)[O-])c1nnc2n1CCCCC2	5	-5	9	0.5	1	1	-6	-6	-8
CC(C)(C)CN1CCNC[C@H]1Cc1ccc(O)cc1	-2	-2	1	1.3	1	3	-13	-2	-11
O=C(NCCN1CCN(C(=O)c2ccc([N+](=O)[O-])cc2)CC1)C(=O)NCc1ccccc1	10	-2	11	1.8	1	-2	-7	-17	-14
CC1(C(=O)NS(=O)(=O)Cc2cccc(Cl)c2)CCN1C(=O)Cc1ccccc1 (stereo not given)	0	0	-8	-0.2	1	-3	.	-4	.
CN(CCc1cnn(C)c1)Cc1cn[nH]c1-c1ccc(-c2ccccc2)cc1	3	-15	-4	0.1	2	12	-9	15	-1
C=CCNc1nc(NCCOC)c2sc(-c3ccccc3)cc2n1	-3	-6	3	2.5	6	-11	.	4	.
Cc1cccc(CS(=O)(=O)c2ncc(Cl)c(C(=O)Nc3nnc(C(C)C)s3)n2)c1	4	-3	-8	0.7	-1	12	-6	0	-1
NC(=O)c1oc2ccccc2c1NC(=O)CS(=O)(=O)c1ccccc1	-4	0	-14	0.1	2	18	-4	8	-15
COC(=O)c1cc(NC(=O)COC(=O)CCc2nc3ccccc3c(=O)[nH]2)cc(C(=O)OC)c1	-3	5	-6	0.4	0	12	-2	-2	-6
COc1ccc(C2C(C#N)=C3NC(=O)c4c(sc5c4CCCCC5)N3C3=C2C(=O)CC(C)(C)C3)cc1 (stereo not given)	7	-4	-9	0.2	-2	8	-17	9	-10
COc1cc(/C=N/n2cnnc2)ccc1OCCSc1ccc(C)cc1	14	-2	7	2.6	5	2	-20	2	-16
CC[C@H](C)[C@H](NC(N)=O)C(=O)NCCc1ccc(OC)cc1	4	-4	-16	1.1	0	12	-4	-18	-14
O=C(Nc1ccc(F)cc1)NC1CCCCC1	0	-3	12	1.4	1	-8	-1	-5	-9

(more compounds)
SMILES	M4 antag	M1 ag	M1 antag	CHO-K1 Ca ag	CHRM4 agonist	M1 PAM	OXTR potentiate	CHO-K1 Ca antag	CHO parental Ca
Nc1c2c(nc3cccc(Cl)c13)N(c1ccccc1)CC2	-3	-3	-14	1.7	2	4	-4	-16	4
COc1ccc(OCCNc2cc(N3CCCCC3)ccc2[N+](=O)[O-])cc1	-7	-2	-36	0.5	0	9	-8	-6	31
CCc1ccc(NC(=O)CCC(=O)c2ccccc2)cc1	5	-4	11	4.4	16	-1	-16	9	-13
COc1ccc(Br)cc1CNC(=O)C1CCCN(c2nc3ccccc3o2)C1 (stereo not given)	-6	-5	-4	0.3	-1	1	0	-13	-12
Clc1ccccc1CN1CCN(/N=C/C=C/c2ccco2)CC1	-2	-5	-4	0.3	-1	1	-1	-16	-11
NC(N)=NS(=O)(=O)c1ccc(N=C2C(=O)Nc3ccccc32)cc1	-6	-4	9	1.4	1	-4	-7	-10	-5
CC(=N\NC(=O)c1ccc([N+](=O)[O-])cc1)/C(=N/O)C(=O)Nc1ccccc1	9	-1	-7	0.4	2	4	-7	17	4
COc1ccc(C=C(NC(=O)c2ccccc2)C(=O)O)cc1OC	1	-3	0	-0.2	0	-3	.	-3	.
CN(C[C@H](Cc1ccccc1)N(C[C@@H](Cc1cccc2ccccc12)N(CCc1ccccc1)N=O)N=O)N=O	-5	-5	0	-0.8	1	2	-10	9	-17
